Bioassay records as filed in PubChem.
STK33 inh: inhibitors of purified STK33 kinase, primary screen, biochemical, ADP-Glo luminescence, homogeneous, cell-free. Serine/threonine-protein kinase 33 (Homo sapiens), Q9BYT3. MBP phosphorylation. inhibition, % at 10 µM. actives 0.073% (n = 320,000). AID 2661, 2010;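 active means inhibition at or above 25%, using the most active replicate where run in duplicate; inactive means inhibition below 25%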
Target sequence (Q9BYT3 whole entry, looked up): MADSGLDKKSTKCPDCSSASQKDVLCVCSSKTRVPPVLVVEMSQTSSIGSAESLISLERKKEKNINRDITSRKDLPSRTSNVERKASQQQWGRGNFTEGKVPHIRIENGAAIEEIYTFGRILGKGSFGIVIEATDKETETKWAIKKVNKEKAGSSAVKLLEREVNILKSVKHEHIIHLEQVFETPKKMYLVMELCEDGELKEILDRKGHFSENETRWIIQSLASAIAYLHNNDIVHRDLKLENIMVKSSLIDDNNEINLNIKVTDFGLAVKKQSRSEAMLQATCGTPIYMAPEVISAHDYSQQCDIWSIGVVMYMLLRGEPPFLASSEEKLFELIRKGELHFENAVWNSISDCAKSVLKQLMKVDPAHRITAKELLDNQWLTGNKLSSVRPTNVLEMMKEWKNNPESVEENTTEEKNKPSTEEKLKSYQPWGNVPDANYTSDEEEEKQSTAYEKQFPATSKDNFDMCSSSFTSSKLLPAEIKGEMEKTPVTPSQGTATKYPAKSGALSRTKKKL
OX1R FRET antag: antagonists of human orexin 1 receptor (OX1R); Orexin/Hypocretin receptor type 1 (Homo sapiens), O43613; OX1R-expressing cells, FRET antagonist read-out; inhibition, % at 6.6 µM; actives 1.8% (n = 330,000); in the data active means inhibition mostly above about 38%, no sharp cut-off; inactive means mostly below about 40%;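 further: 0% = agonist challenge alone and 100% = reference antagonist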
Target sequence (O43613 whole entry, looked up): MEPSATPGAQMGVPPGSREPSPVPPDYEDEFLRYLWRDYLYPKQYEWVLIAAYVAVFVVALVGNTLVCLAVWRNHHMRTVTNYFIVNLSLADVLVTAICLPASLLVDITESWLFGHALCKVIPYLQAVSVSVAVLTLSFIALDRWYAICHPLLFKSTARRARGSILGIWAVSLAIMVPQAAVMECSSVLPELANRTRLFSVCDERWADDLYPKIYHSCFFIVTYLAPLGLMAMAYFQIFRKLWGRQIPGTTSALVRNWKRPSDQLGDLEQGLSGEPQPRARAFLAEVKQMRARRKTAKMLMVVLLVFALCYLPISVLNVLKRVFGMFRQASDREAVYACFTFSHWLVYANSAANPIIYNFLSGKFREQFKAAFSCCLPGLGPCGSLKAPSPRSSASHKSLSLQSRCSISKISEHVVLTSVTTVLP
The depositor's hits bear a star; / = no result given.

OX1R FRET antag	STK33 inh	structure
23	-2.0	Cc1ccccc1-n1nc(C)c2cc(C(=O)N3CCN(S(=O)(=O)c4ccc(Cl)cc4)CC3)sc21
20	-1.3	Cc1occc1-c1n[nH]c(=S)n1CC(C)C
23	-1.8	CCOC(=O)C1CCN(C(=O)c2ccc(Cl)c(S(=O)(=O)N3CCCC3)c2)CC1
13	-1.3	CN(Cc1ccccc1)Cc1nc2scc(-c3ccccc3)c2c(=O)[nH]1
17	1.6	O=C1CC(N2CCCN(C3CC(=O)N(c4ccc(F)cc4)C3=O)CC2)C(=O)N1c1ccc(F)cc1 (stereo unspecified)
17	-1.0	COc1ccc(CCNC(=O)CS(=O)Cc2nc(-c3ccc(C)cc3)oc2C)cc1OC (stereo unspecified)
5	0.9	COc1ccc(NC(=O)CSc2nc3ccccc3c(=O)[nH]2)cc1S(N)(=O)=O
6	-0.9	O=C(Cn1nc(C(=O)O)c2ccccc2c1=O)c1cc(F)ccc1F
6	-2.2	O=[N+]([O-])c1ccc(S(=O)(=O)NCC2COc3ccccc3O2)cc1 (stereo unspecified)
35	0.7	COCC(C)NC(=O)c1cc2cccc([N+](=O)[O-])c2[nH]1 (stereo unspecified)
11	-0.4	O=C(CCc1nc2ccccc2c(=O)[nH]1)NCC(=O)Nc1ccc(F)c(F)c1
45	0.5	COc1ccc(-n2nc(C(=O)NCC(=O)NCC3COc4ccccc4O3)c3ccccc3c2=O)cc1 (stereo unspecified)
52	-0.3	CN(Cc1ccccc1)C(=O)c1cccc(N2C(=O)NC3CC2(C)Oc2ccccc23)c1 (stereo unspecified)
19	3.5	c1ccc(-c2ccc(-c3ccccn3)nn2)nc1
21	-1.5	COc1ccc(/C=N/N=C2\SC(CC(=O)O)C(=O)N2c2ccccc2)cc1 (stereo unspecified)
12	0.1	CC(=O)Nc1ccccc1NS(=O)(=O)c1ccccc1[N+](=O)[O-]
8	-1.1	Cc1cccc(C(=O)O/N=C(\N)Cc2cccc3ccccc23)c1
17	-1.7	CCOC(=O)C1CCCN(C(=O)CCCn2c(=O)c3cccn3c3cccnc32)C1 (stereo unspecified)
5	-0.6	COCC(=O)N1CCN(c2cccc(C(F)(F)F)c2)CC1
28	0.5	CC1CCN(c2cc(N3CCOCC3)c(F)cc2[N+](=O)[O-])CC1
67*	-0.4	O=C(Nc1ccc(Cl)c(Cl)c1)c1cccc(S(=O)(=O)NCc2cccnc2)c1
10	1.0	Cc1cc(C)c(C#N)c(SCCS(=O)(=O)Cc2ccccc2)n1
20	-0.5	Cc1ccccc1/C=C/C(=O)c1ccc([N+](=O)[O-])o1
13	0.7	CCOc1ccccc1CN1CCN(S(C)(=O)=O)CC1
8	-0.6	COc1cc(OC)c(C(=O)NCc2cccnc2)cc1OC
8	-2.5	Cc1cc(C(=O)Nc2c(C)nn(Cc3ccc(F)cc3)c2C)on1
37	-2.0	NC(=O)CC(NC(=O)c1ccccc1)c1ccc(NC2CCN(Cc3ccccc3)CC2)c([N+](=O)[O-])c1 (stereo unspecified)
30	1.3	COc1ccc(C(=O)CSc2nnc(Cn3cnc4ccccc43)o2)cc1
24	0.7	CC1CCN(CCCNC(=O)c2ccc3c(Cl)c4c(nc3c2)CCCC4)CC1
1	-0.4	CC1CC(=O)Nc2ccccc2N1S(=O)(=O)c1ccc(C#N)cc1 (stereo unspecified)
5	0.0	CCCN1CCN(S(=O)(=O)c2c(C)[nH]c(C)c2C(=O)N2CCCCC2)CC1
8	/	CCOC(=O)C(NC(C)=O)C(=O)Nc1ccc(OC)cc1 (stereo unspecified)
3	-0.4	CSC1CCCCC1(O)CSc1nc2ccccc2o1 (stereo unspecified)
19	0.5	CCCN=Cc1ccc(O)cc1
9	-0.9	CCn1c(CCNC(=O)c2cccs2)nnc1SCC(=O)Nc1cccc(Cl)c1
8	0.3	COc1ccc(NC(=O)C2CCN(S(=O)(=O)c3c(C)noc3C)CC2)cc1Cl
26	-0.6	Cc1c(C#N)c(N=CN(C)C)c(C(=O)c2ccccc2)n1-c1ccc(Br)cc1
17	0.8	Cc1cccn2c(=O)c(C(=O)NC3CCCCC3C)c(O)nc12 (stereo unspecified)
10	-1.2	C/C(=N/NC(=O)c1ccoc1C)c1ccc(NC(=O)C2CCCC2)cc1
9	0.2	Cc1cccc(-n2nc3c(c2NC(=O)c2c(F)cccc2F)CS(=O)(=O)C3)c1C
36	-1.3	CCCCNC(=O)Cn1cnc([N+](=O)[O-])n1
13	-0.4	Cc1cc(C(F)(F)F)cc(NNC(=O)NC(=O)c2c(F)cccc2Cl)n1
26	-1.4	CC(NC(=O)Cn1nc(-c2ccccc2)c2ccccc2c1=O)c1ccccc1 (stereo unspecified)
39	0.6	COc1cc(O)c(C(CC(=O)N2CCOCC2)c2ccc3c(c2)OCO3)c(OC)c1 (stereo unspecified)
21	-1.1	CC1=NCCN1S(=O)(=O)c1ccccc1[N+](=O)[O-]
22	-0.9	CN(c1ccccc1C(=O)Nc1ccccc1C(=O)NCc1ccco1)S(C)(=O)=O
6	-0.7	CCCc1cc(=O)[nH]c(SCc2cc(=O)oc3cc(C)c(C(C)C)cc23)n1
15	1.0	CCOC(=O)C1(CCc2ccccc2)CCN(C(=O)C(C)n2cncn2)CC1 (stereo unspecified)
13	/	CN(Cc1ccn[nH]1)C(=O)C1CCC(=O)N(Cc2cccc(C(F)(F)F)c2)C1 (stereo unspecified)
6	0.3	CCOC(=O)[C@H]1[C@H]2COc3ccc(C)cc3[C@@H]2N2C(=O)c3cc(C)ccc3NC(=O)[C@@]12C
21	-0.5	O=c1[nH]c(/C=C/c2ccccc2[N+](=O)[O-])nc2ccccc12
7	-1.2	COc1ccc(/C=C(\C#N)C(=O)OCC(=O)Nc2ccc(-c3nc4ccc(C)cc4s3)cc2)cc1
11	-0.7	CCCCN(CCCC)Cc1ccc(C(=O)NNC(=O)Nc2ccc(Cl)cc2)o1
18	-2.3	O=C(/C=C\c1ccc2c(c1)OCO2)Nc1c2c(nn1-c1ccc(Cl)cc1)CSC2
33	1.5	O=C(Nc1nc(-c2ccncc2)cs1)c1ccc(F)cc1
11	-1.5	COc1cc(C(=O)N/N=C/c2ccc(OC(=O)c3ccccc3Cl)cc2)ccc1O
/	0.1	O=C(CCc1ccccc1)NNC(=O)COc1ccc(Cl)cc1
-4	2.1	Cc1ccc(-c2cnn(-c3ccccc3)c2N)cc1
11	-0.5	Cc1[nH]c2ccccc2c1/C=N/NC(=S)NC(C)C
8	-2.2	COc1ccc(CN=C2NC(=O)CC(C(=O)Nc3ccccc3C)S2)cc1 (stereo unspecified)

Compounds from the list above with a CF3 group (3):
OX1R FRET antag	STK33 inh	structure
5	-0.6	COCC(=O)N1CCN(c2cccc(C(F)(F)F)c2)CC1
13	-0.4	Cc1cc(C(F)(F)F)cc(NNC(=O)NC(=O)c2c(F)cccc2Cl)n1
13	/	CN(Cc1ccn[nH]1)C(=O)C1CCC(=O)N(Cc2cccc(C(F)(F)F)c2)C1 (stereo unspecified)

Further results:
OX1R FRET antag	STK33 inh	structure
18	-0.4	CC1=C(C)C(=O)N(CCC(=O)O)C1=O
7	-0.3	Nc1cc(N)nc(SCc2cccnc2)n1
21	0.7	CC(NC(=O)c1ccc([N+](=O)[O-])cc1[N+](=O)[O-])c1ccc(-c2ccccc2)cc1 (stereo unspecified)
12	-0.8	O=C(CN1CCCC1)Nc1ccc(S(=O)(=O)N2CCCCC2)cc1
8	-0.4	Cc1ccc(C)c(S(=O)(=O)N2CCCOC2CNC(=O)C(=O)NCc2ccc3c(c2)OCO3)c1 (stereo unspecified)
26	-2.0	CCCCCN(C(=O)NC(=O)NCCCC)S(C)(=O)=O
4	-1.4	Cc1c(CCO)c(=O)n(C)n1C(=O)c1ccc(F)cc1
1	-1.8	Cc1cc(=O)[nH]c(SCC(=O)O)c1C#N
3	-1.4	CC1(C(=O)Nc2c(F)c(F)c(F)c(F)c2F)CC1(Br)Br (stereo unspecified)
10	-1.5	CCc1cccc(OCC(=O)Nc2c[nH]c(=O)[nH]c2=O)c1
-4	-0.9	Cc1cc(N(CCO)CCO)ccc1C(c1ccc(N(CCO)CCO)cc1C)c1ccccc1Cl
24	-2.5	CS(=O)(=O)c1ccc2nc(NC(=O)Nc3ccc(Cl)cc3)sc2c1

15 entries from above, arranged by length of the SMILES, ascending:
OX1R FRET antag	STK33 inh	structure
7	-0.3	Nc1cc(N)nc(SCc2cccnc2)n1
18	-0.4	CC1=C(C)C(=O)N(CCC(=O)O)C1=O
1	-1.8	Cc1cc(=O)[nH]c(SCC(=O)O)c1C#N
-4	2.1	Cc1ccc(-c2cnn(-c3ccccc3)c2N)cc1
26	-2.0	CCCCCN(C(=O)NC(=O)NCCCC)S(C)(=O)=O
33	1.5	O=C(Nc1nc(-c2ccncc2)cs1)c1ccc(F)cc1
/	0.1	O=C(CCc1ccccc1)NNC(=O)COc1ccc(Cl)cc1
10	-1.5	CCc1cccc(OCC(=O)Nc2c[nH]c(=O)[nH]c2=O)c1
12	-0.8	O=C(CN1CCCC1)Nc1ccc(S(=O)(=O)N2CCCCC2)cc1
24	-2.5	CS(=O)(=O)c1ccc2nc(NC(=O)Nc3ccc(Cl)cc3)sc2c1
11	-0.7	CCCCN(CCCC)Cc1ccc(C(=O)NNC(=O)Nc2ccc(Cl)cc2)o1
11	-1.5	COc1cc(C(=O)N/N=C/c2ccc(OC(=O)c3ccccc3Cl)cc2)ccc1O
-4	-0.9	Cc1cc(N(CCO)CCO)ccc1C(c1ccc(N(CCO)CCO)cc1C)c1ccccc1Cl
8	-0.4	Cc1ccc(C)c(S(=O)(=O)N2CCCOC2CNC(=O)C(=O)NCc2ccc3c(c2)OCO3)c1 (stereo unspecified)
21	0.7	CC(NC(=O)c1ccc([N+](=O)[O-])cc1[N+](=O)[O-])c1ccc(-c2ccccc2)cc1 (stereo unspecified)

(list continues)
OX1R FRET antag	STK33 inh	structure
9	-1.0	O=C(CSc1nc(-c2cccs2)cc(C(F)(F)F)n1)NCCCn1ccnc1
64*	-0.9	O=C1c2ccccc2C(=O)c2c1ncn2-c1ccccc1
4	-1.9	O=C(NC1CCCCC1)C(c1ccc(Cl)cc1)N(C(=O)c1cnccn1)c1ccc2c(c1)OCO2 (stereo unspecified)
15	-0.7	Cc1ccc(NC(=O)CN2C(=O)NC3(CCCC3)C2=O)c(Cl)c1
9	-1.3	Clc1cccc(Cl)c1NC1=NCCC1
8	-1.3	C=CCc1cc(C)ccc1OCCOCCN1CCN(C)CC1
12	0.2	O=C(N=C1SC2CS(=O)(=O)CC2N1c1ccc(Br)cc1)C1CCCO1 (stereo unspecified)
39	0.6	O=S(=O)(/N=C(/Nc1cccc2ccccc12)c1ccccc1)c1cccs1
/	-0.9	CNc1nc(C)c([N+](=O)[O-])c(Nc2ccc(OC)cc2)n1
67*	-1.8	CN(C)NC(=O)c1ccc([N+](=O)[O-])s1
20	-0.5	Cc1c(Cl)ccc(S(=O)(=O)Nc2cccnc2)c1Cl
3	-0.1	c1ccc2[nH]c(CCCCc3nc4ccccc4[nH]3)nc2c1
22	4.8	O=C(O)C1CCCCC1C(=O)NC1C2CC3CC(C2)CC1C3 (stereo unspecified)
6	-0.5	O=C(Nc1nnc(CCc2ccccc2)s1)c1ccco1
34	0.7	CCCS(=O)(=O)c1c(S(=O)(=O)CCC)c2ccc(C(C)=O)cn2c1C(=O)OC
20	-2.3	O=C(CS(=O)(=O)c1ccccc1)Nc1cccnc1
9	-1.5	COc1ccc(C2=NN(C(=O)CSc3nnc(C)c(=O)n3N)C(c3ccco3)C2)cc1 (stereo unspecified)
9	-0.8	COc1ccc(/C(C)=N/Nc2nc3ccccc3n3cnnc23)cc1OC
-3	-0.3	CCCn1c(N)c(C(=O)CSc2nc3ncc(Cl)cc3[nH]2)c(=O)[nH]c1=O
21	0.4	CC/C(=N/N=C(\CC)c1ccccc1)c1ccccc1
46	-1.0	Cc1nn(-c2ccccc2)c(C)c1C(=O)OCC(=O)N1c2ccccc2NC(=O)C1(C)C
15	-2.4	CC(NC(=O)C12CC3CC(CC(C3)C1)C2)c1ccc(F)cc1 (stereo unspecified)
16	-1.3	COc1ccc(S(=O)(=O)N(C)C[C@H]2Oc3c(cccc3N(C)C)C(=O)N([C@H](C)CO)C[C@@H]2C)cc1
-2	-3.5	C=CCSc1nnc(NC(=O)C2CC(=O)N(c3ccc4c(c3)OCCO4)C2)s1 (stereo unspecified)
9	-0.3	CNc1ccc(C(=O)OCC(=O)NCc2ccc3c(c2)OCO3)cc1[N+](=O)[O-]
16	-0.5	Cc1ccc(S(=O)(=O)N2CCN(CC(=O)N3CCOCC3)CC2)cc1
36	5.3	CC(=O)c1ccc(-c2nc3ccccc3n2C)o1
10	-0.3	CC12CCC(C[N+](C)(C)C1)C2(C)C (stereo unspecified)
19	0.3	Cc1ccc(OCCC(=O)OCC(=O)c2c(N)n(C)c(=O)n(C)c2=O)cc1
9	-0.7	O=C(NCc1cn2ccccc2n1)c1ccc2c(c1)OCO2
7	-0.1	CCc1nnc(NC(=O)Cn2c(=O)oc3ccccc32)s1
15	-2.8	Clc1ccccc1-c1nc(-c2ccc(Br)o2)no1
8	-1.0	CCCN(CCC)S(=O)(=O)c1ccc(C(=O)Nc2nnc(-c3cccc(OC)c3)o2)cc1
7	-0.6	O=C(NCCOc1cccc(Cl)c1Cl)c1cc(-n2cnnc2)ccc1Cl
13	1.8	CN1/C(=C\C(=O)COC(=O)c2ccc([N+](=O)[O-])o2)C(C)(C)c2ccccc21
0	0.8	CC(=O)Nc1cccc(C(=O)Nc2cccc(S(=O)(=O)NCc3ccco3)c2)c1
-2	-1.9	CN(C(=O)COC(=O)c1ccc2c(c1)OCO2)C1CCS(=O)(=O)C1 (stereo unspecified)
28	-0.4	COc1ccc(N/N=C(C)/C(=N/O)C(=O)Nc2ccccc2)cc1
